Compound activity (PubChem BioAssay)
MKP-3 inhibition: MKP-3 phosphatase inhibitors, primary screen, biochemical, rat enzyme, in vitro (AID 425). recombinant MKP-3 phosphatase activity, fluorescence; higher % means a stronger effect. inhibition, % at 20 µM, or IC50 in µM where a hit was titrated. hit rate 0.17% among 110,000; in the data active means inhibition above about 50%;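 further: plate controls were vehicle for no effect and reference inhibitor for full effect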
Hsp70 inhibitors: small molecules displacing fluorescent ligand from Hsp70 – biochemical, fluorescence polarization, primary screen (AID 583); Hsp70 fluorescence polarization probe displacement, mP; higher % means a stronger effect; displacement, % at 20 µM, or IC50 in µM where a hit was titrated; hit rate 0.06% among 140,000; in the data active means displacement above about 50%;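 further: plate controls were vehicle for no effect and reference ligand for full effect; a part of the inactive calls stands beside numbers as strong as those of hits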
* = called active by the depositor; x = not tested or not shown; & = joins results of further samples.

mol | MKP-3 inhibition | Hsp70 inhibitors
CC1=C(C(=O)OCc2ccccc2)C(c2c(F)cccc2Cl)CC(=O)N1 (stereo not drawn) | 3% | -1.7%
COc1cccc(OC)c1C(=O)Nc1cc(Cl)cc(Cl)c1 | 2% | -1.1%
CN(C(=O)c1ccc(S(=O)(=O)N2CCCC2)cc1)C1CCCCC1 | x | -0.1%
Cc1cc(SCC(=O)NC(=O)NCc2ccco2)nc2c(C)cccc12 | -5% | 4.7%
N#Cc1nc(-c2ccco2)oc1N1CCC(C(N)=O)CC1 | 0% | -2.2%
Cn1ncc2c(Nc3cccc(C(=O)O)c3)ncnc21 | x | 5.2%
O=S(=O)(c1ccc2ccccc2c1)N(CC(O)COCc1ccco1)c1ccccc1 (stereo not drawn) | x | 4.9%
CN(CC(=O)N1CC=C(c2ccccc2)CC1)S(=O)(=O)c1cnc[nH]1 | 1% | 8.2%
COc1cccc(NC(=O)CCCOc2cc(=O)n(C)c3ccccc23)c1 | x | 4.7%
COc1ccc(NS(=O)(=O)c2ccc(N)c(C(=O)O)c2)cc1 | 0% | -3.6%
COc1ccccc1-c1cc(C(F)(F)F)nc(N2CCN(c3ccc(F)cc3)CC2)n1 | 2% | 0.8%
COc1cc2c(cc1NC(=S)Nc1cccc(C(F)(F)F)c1)oc1ccccc12 | x | 0.1%
COc1ccc(N2C(=O)[C@@H]3Cc4ccccc4CN3C2=O)cc1 | -1% | 7.0%
N#CC1=C(N)OC2=C(C(=O)CCC2)C1c1ccc(OC(=O)N2CCOCC2)cc1 (stereo not drawn) | 6% | -2.8%
CCOc1ccc(C(=O)Nn2cnnc2)cc1 | -1% | 0.9%
CC(=O)Nc1ccc(N2C(=O)CC(N3CC(C)OC(C)C3)C2=O)cc1 (stereo not drawn) | 1% | -2.0%
Cc1csc(NC(=O)CSc2nnc(-c3ccco3)n2C)n1 | -9% | 0.6%
COc1ccc(-c2nc(SC)n(C(=O)c3ccco3)n2)cc1 | -12% | -0.2%
Cc1ccc(OCC(=O)N/N=C\c2ccc(C)cc2O)cc1 | -2% | 5.6%
O=c1c2cn[nH]c2[nH]c(=S)n1-c1ccccc1 | x | -4.9%
Cc1ccnc(NC(=O)CCC2CCCCC2)c1 | -9% | 2.4%
CC12C=CC3(CN(Cc4ccccc4)C(=O)C3C1C(=O)NCc1ccco1)O2 (stereo not drawn) | -6% | 0.9%
CN(Cc1ccco1)C(=O)C(Cc1ccccc1)NS(=O)(=O)c1ccc2c(c1)CCC(=O)N2 (stereo not drawn) | -4% | -1.9%
COc1ccc(/C=C2\SC(=S)N(C(C)C)C2=O)cc1 | 2% | -4.0%
Cc1cccc(OCc2nnc(SCC(=O)N3CCc4ccccc43)n2C)c1 | -1% | 5.5%
C/C(=N\NC(=O)c1cc(C)[nH]n1)c1ccc(Cl)cc1 | 3% | -5.5%
CCSc1nnc(NC(=O)CSc2nnc(Cc3cccn3C)n2CCc2ccccc2)s1 | -2% | -5.4%
CC(C)OC(=O)CC(=O)c1sc2nc3c(cc2c1N)CN(C)CC3 | -11% | 13%
O=C1c2ccccc2C(=O)c2c1cccc2N1CCN(CCO)CC1 | -3% | 14%
CCOC(=O)c1sc(NC(=O)CSc2ncccn2)c(C#N)c1C | 1% | -6.6%
Cc1noc(C)c1COC(=O)c1ccc2c(c1)OCCO2 | -10% | 5.3%
O=C(NCCN1CCOCC1)c1cnn2c(C(F)(F)F)cc(-c3ccc(Br)cc3)nc12 | 0% | -0.2%
CCCN(CCC)C(=O)CSc1nc2n[nH]c(C)c2c(=N)n1-c1ccc(OC)cc1 | x | 1.4%
CCN(CC)CCNC(=O)c1ccccc1C(=O)c1ncc[nH]1 | 1%&4% | 0.3%&2.8%
CC(C)c1ccc(O)c(NC(=O)c2cncc(Br)c2)c1 | 4% | 1.6%
COC1(/C(=C/C(=O)c2ccc(C)cc2)Nc2ccccc2)CCCCC1 | 2% | -6.7%
COC(=O)Cn1nc(-c2ccccc2)c2ccccc21 | -4% | -1.9%
CC(C)(C)c1nnc(NS(C)(=O)=O)s1 | x | -2.1%
CCOC(=O)N1CCN(C(=O)CSCC(=O)N=c2sc3ccccc3n2C)CC1 | 6% | x
CCCCOC(=O)C1C2C=C[C@]3(CN(C(C)c4ccc(OC)cc4)C(=O)[C@H]13)O2 (stereo partly drawn) | -7% | 2.7%
O=C(CNC(=O)c1ccc(Cl)cc1Cl)NCC(=O)Nc1ccccc1N1CCOCC1 | -7% | 17%
O=C(/C=C/c1ccccc1)NC(=S)Nc1nc(-c2ccccc2)cs1 | -2% | -1.2%
Cc1cccc(NC(=O)N(Cc2nc3ccccc3c(=O)[nH]2)C2CCCC2)c1 | -1% | 13%
C=C(c1ccc(OCCO)cc1)c1ccc(OCCO)cc1 | -2% | -0.1%
CCCCSc1nc(CCC)cc(=O)[nH]1 | 2% | 6.1%
Cc1nc2ncnn2c(C)c1CCC(=O)N1CCc2ccccc21 | 4% | -2.5%
COC(=O)CSCc1nc2ccccc2[nH]c1=O | 1% | -39%
CC(C)(C)N=C1c2nn(Cc3ccccc3)nc2C(=NC(C)(C)C)c2nn(Cc3ccccc3)nc21 | -1% | -1.5%
Cc1ccc(N2C(=O)CC(NCc3cccc(Cl)c3)C2=O)cc1 (stereo not drawn) | 0% | 0.8%
c1ccc(CCc2nc(-c3cccnc3)no2)cc1 | 0%&-1% | 1.7%&2.1%

New compounds follow
mol | MKP-3 inhibition | Hsp70 inhibitors
CC(=O)NC1=NC(=O)/C(=C\c2ccc(N(C)C)cc2)S1 | 8% | -1.8%
CCOC(=O)c1c(NC(=O)/C=C\C(=O)O)sc2c1CCC(CC)C2 (stereo not drawn) | 7% | 12%
CCCCOCCNC(=O)c1ccc(I)cc1 | 3% | -2.6%
CC(C)CNC(=O)c1ccccc1Oc1ccccc1 | x | 1.3%
CCC(C)OC(=O)n1ccc(C(=O)Nc2nccs2)n1 (stereo not drawn) | -7% | -0.7%
COc1ccc(OC)c(S(=O)(=O)N(C)CC(=O)Nc2ccc3c(c2)OCO3)c1 | -2% | -1.2%
O=C(O)CCCCCN1C(=O)C(=O)/C(=C(/O)c2ccc([N+](=O)[O-])cc2)C1c1ccccc1 (stereo not drawn) | 3% | -2.0%
C=CCN1C(=O)C(Cc2ccccc2)S/C1=N/N=C/c1ccccc1 (stereo not drawn) | 1% | 5.1%
CCOc1ccc(C(=O)Nc2ccc(OC)cc2)cc1[N+](=O)[O-] | 2% | 2.6%
Cc1ccc(NC(=O)C2CCCN2S(=O)(=O)c2ccc3c(c2)CCC(=O)N3)cc1Cl (stereo not drawn) | -10% | 2.3%

Some of these compounds in order of their number in Hsp70 inhibitors, low to high.
mol | MKP-3 inhibition | Hsp70 inhibitors
CCCCOCCNC(=O)c1ccc(I)cc1 | 3% | -2.6%
CCC(C)OC(=O)n1ccc(C(=O)Nc2nccs2)n1 (stereo not drawn) | -7% | -0.7%
CCOc1ccc(C(=O)Nc2ccc(OC)cc2)cc1[N+](=O)[O-] | 2% | 2.6%

More records
mol | MKP-3 inhibition | Hsp70 inhibitors
COc1cccc(NC(=O)Nc2ccc3c(c2)N(C)C(=O)CS3)c1 | x | -3.7%
COc1cc(NC(=O)COc2ccc(Br)cc2)cc(OC)c1 | 0% | 2.4%
O=C(c1ccc([N+](=O)[O-])cc1Cl)N1CCC(Cc2ccccc2)CC1 | 4% | 1.5%
COC(=O)CN(c1cc(OC)ccc1OC)S(C)(=O)=O | -5% | 1.7%
Cc1ccc(-c2nnn(CC(=O)Nc3ccccc3N3CCOCC3)n2)cc1 | -11% | -0.5%
Cc1[nH]nc2c1C(c1ccoc1)C(C#N)=C(N)O2 (stereo not drawn) | -16% | -2.7%
Cn1c(N/N=C/c2cccs2)cc(=O)n(C)c1=O | x | -3.3%
Cc1ccc(/C(N)=N/OC(=O)c2ccccc2I)cc1 | -2% | 9.9%
CCOC(=O)N1CCC(NCCNC(=O)c2cccs2)CC1 | -5% | 0.5%
CC(C)C(=O)Nc1nnc(Cc2cccc(Br)c2)s1 | 4% | -5.6%
O=C1N=C(N2CCOCC2)S/C1=C/c1ccc(Cl)cc1 | 25% | 0.6%
CC(C)CCNC(=O)c1cc(-c2ccccc2)nc2ccccc12 | 2% | 0.4%
CCCn1c(O)c(CN2CCCC(C)C2)c(C)c(C#N)c1=O (stereo not drawn) | -3% | 13%
Cc1sc(-c2ccncc2)nc1OC(=O)c1ccccc1 | x | 15%
O=C(C1CCC1)N1CCc2cc(S(=O)(=O)N3CCCCC3)ccc21 | -2% | -1.1%
O=C(CN(c1ccc(F)cc1)S(=O)(=O)c1ccc2c(c1)OCCO2)NCc1cccnc1 | x | -2.0%
CC(=O)Nc1ccc(N2C(=O)CSC23C(=O)Nc2ccccc23)cc1 (stereo not drawn) | 4% | 1.2%
Cc1ccc(C)c2[nH]c(=O)c(CN(CCN3CCCC3)C(=O)Nc3cccc(Cl)c3)cc12 | 12% | -1.3%
CCCn1nnnc1NC(=O)c1cccs1 | x | -2.1%
CCCOc1ccc(C(=O)Nc2ncc(Cc3ccc(F)cc3)s2)cc1 | 3% | -4.0%
COc1cc2c(cc1OC)CN(C(=O)c1cc3ccccc3oc1=O)CC2 | -16% | -4.2%
Cc1cc2oc(=O)cc(CN3CCCc4ccccc43)c2cc1C | -8% | -1.9%
O=C(NC1CCCCC1)C(c1ccco1)N(CCc1ccccc1)C(=O)C(F)(F)F (stereo not drawn) | x | 14%
COc1ccc(CCNC(=O)C2CCCCC2C(=O)O)cc1OC (stereo not drawn) | -3% | x
O=C(c1ccccc1)N1CC[C@H](O)[C@@H]2CCCC[C@H]21 | 3% | 1.0%
CCn1c2ccccc2c2cc(C3C(C#N)=C(N)Oc4n[nH]c(COC)c43)ccc21 (stereo not drawn) | -4% | -7.6%
O=c1c2ccccc2nc2ccc3nnnn3n12 | -4% | 4.0%
O=C1NC(=O)N(c2ccc(Cl)cc2)C(=O)/C1=C/c1cccs1 | 3% | 2.3%
COc1ccc(/C=C/C(=O)NCCc2c[nH]c3ccccc23)cc1OC | 8% | 3.7%
COc1ccc(Cn2c(=O)[nH]c3cc(C(=O)NCCCN4CCCC4=O)ccc3c2=O)cc1 | -4% | -4.9%
COc1ccc(CNC(=O)C2CCN(S(=O)(=O)N3CCOCC3)CC2)cc1 | 2% | -0.6%
Cn1c2ccccc2c2cc(C(=O)O)ccc21 | x | -5.0%
COC(=O)C1=C(C(=O)OC)SC(=C2C(=S)C(C)(C)N(C(=O)c3ccc(OC)cc3)c3ccc(OC)cc32)S1 | 1% | 0.7%
COc1cc(/C=C(\C#N)C(=O)c2ccccc2)ccc1O | 3% | -9.0%
Cc1c(N2C(=O)CCCC2=O)c(=O)n(-c2ccccc2)n1C | 1% | 0.2%
Cc1cc(C)nc(SCC(O)COCc2ccccc2)n1 (stereo not drawn) | 1% | 1.5%
O=C(c1cc2cc(Cl)ccc2oc1=O)N1CCCC1 | -15% | 7.9%
NC(=O)c1c(NC(=O)CSc2nnc(Cc3ccccc3)n2Cc2ccco2)sc2c1CCC2 | 5% | -3.4%
CC(=O)NC(CCS(C)(=O)=O)C(=O)Nc1c(F)cccc1F (stereo not drawn) | 7% | 3.0%
CCOc1ccc(N(CC(=O)NCc2ccccc2)S(=O)(=O)c2c(C)noc2C)cc1 | -5% | 1.0%
Cc1ccc(C(C)NC(=O)c2c(C)noc2C)cc1C (stereo not drawn) | 4% | x
COC(=O)C(C)(C(=O)OC)c1ccccc1[N+](=O)[O-] | x | 7.9%
COc1ccc2c(c1)CCCC21NC(=O)NC1=O (stereo not drawn) | 5% | 0.5%
Cc1[nH]n(-c2ccccc2)c(=O)c1/C=N/c1nnc(-c2ccccc2)s1 | 0% | 2.1%
COC(=O)c1cc(NC(=O)c2ccc(-c3ccc(Cl)cc3)o2)cc(C(=O)OC)c1 | -2% | 9.7%
COC(=O)c1cn(NC(=O)C2COc3ccccc3O2)c(=O)c2ccccc12 (stereo not drawn) | -5% | -3.1%
O=C(c1ccco1)N1CCC(c2nc(-c3ccc(F)cc3)no2)CC1 | 0% | 4.6%
CNC(=O)c1cc2cc(OC)ccc2oc1=N | -4% | -7.1%
CNC(=O)c1cc2cccc(OC)c2oc1=O | -15% | 4.5%
COc1ccc2cc3cc(C(=O)NCc4ccc5c(c4)OCO5)oc3nc2c1 | 7% | -4.9%

Compounds shown so far containing a CF3 group:
mol | MKP-3 inhibition | Hsp70 inhibitors
COc1ccccc1-c1cc(C(F)(F)F)nc(N2CCN(c3ccc(F)cc3)CC2)n1 | 2% | 0.8%
COc1cc2c(cc1NC(=S)Nc1cccc(C(F)(F)F)c1)oc1ccccc12 | x | 0.1%
O=C(NCCN1CCOCC1)c1cnn2c(C(F)(F)F)cc(-c3ccc(Br)cc3)nc12 | 0% | -0.2%
O=C(NC1CCCCC1)C(c1ccco1)N(CCc1ccccc1)C(=O)C(F)(F)F (stereo not drawn) | x | 14%

(more compounds)
mol | MKP-3 inhibition | Hsp70 inhibitors
O=S(=O)(O)c1cc(-n2nc3ccc4c(S(=O)(=O)O)cccc4c3n2)ccc1/C=C/c1ccccc1 | 3% | 7.1%
N#CC1=C(N)Oc2n[nH]c(-c3ccc(F)cc3)c2C1c1ccncc1 (stereo not drawn) | -8% | -0.3%
CCOc1ccccc1NC(=O)CN(Cc1ccccc1)S(C)(=O)=O | -12% | -6.4%
O=C(O)CN1C(=O)CC(Cc2ccc(Cl)cc2)C1=O (stereo not drawn) | -12% | -4.5%
Cc1cccc(NC(=O)CSc2nnc(-c3ccco3)c(-c3ccco3)n2)c1C | x | 8.8%
CC1(C)CC(OC(=O)c2ccco2)CC(C)(C)N1O | -2% | -1.3%
O=C(O)CCC(NC(=O)c1ccc(I)cc1)C(=O)O (stereo not drawn) | 0% | 2.4%

Some of the compounds tested; the hit share may differ from the screen's.
